# S1P3 antag: antagonists of human S1P3 receptor; CHO S1P3 NFAT-BLA reporter, FRET fluorescence, antagonist mode; inhibition, % at 4.98 µM; 170,000 tested, 0.27% active; AID 485;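 active = inhibition above the plate cutoff, the mean inhibition of test wells on that plate plus 3 SD, cut at about 28% in these data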;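 note: cells challenged with S1P at its EC80 of 0.8 µM; blue over green emission ratio from cleaved BLA substrate after 4 h stimulation; 0% = S1P-stimulated wells and 100% = unstimulated DMSO-only wells; some compounds past the cut are filed as inactive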
# Target sequence (Q99500 whole entry, looked up): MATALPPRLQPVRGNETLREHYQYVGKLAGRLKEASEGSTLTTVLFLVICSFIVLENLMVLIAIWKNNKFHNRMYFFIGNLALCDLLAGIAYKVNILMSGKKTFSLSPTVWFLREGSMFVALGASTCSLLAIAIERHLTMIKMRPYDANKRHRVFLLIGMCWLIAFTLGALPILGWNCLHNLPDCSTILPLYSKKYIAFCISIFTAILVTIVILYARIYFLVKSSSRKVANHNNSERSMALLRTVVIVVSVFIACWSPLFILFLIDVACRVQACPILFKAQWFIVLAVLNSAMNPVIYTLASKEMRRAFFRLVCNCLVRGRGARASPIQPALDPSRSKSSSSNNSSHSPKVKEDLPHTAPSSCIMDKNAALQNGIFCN
# Starred values were filed as active, the others as inactive. This is a subset, so the mix of outcomes need not match the whole.
S1P3 antag | mol
17 | CCOC(=O)COc1cccc2c(=O)n(CC(=O)NCc3ccccc3)ccc12
5 | C1CCc2nc3c(nc2C1)CCCC3
-11 | Cc1cc(C)n(CCc2nc3c4ccccc4n(CC(=O)Nc4ccc(Cl)cc4F)c(=O)n3n2)n1
1 | Cc1nccc(-c2cccc(N/N=C(\C#N)C(=O)c3ccccc3)c2)n1
-4 | COc1ccc(C(O)Cn2cc([N+](=O)[O-])nc2C)cc1 (stereo unspecified)
8 | COc1ccccc1NC(=O)Oc1cccc(OC(=O)c2ccccc2)c1
-4 | O=C1CC(NNC(=O)c2ccc(Br)cc2)C(=O)N1 (stereo unspecified)
-8 | O=C(O)c1ccc2cccc(O)c2n1
-10 | Cn1nc(C(F)(F)F)cc1-c1ccc(/C=C(\C#N)C(=O)c2cccc(C(F)(F)F)c2)s1
-3 | N#Cc1cc(-c2ccccc2)nc(NN)n1
29 | COCc1cc(=O)[nH]c(Nc2nc(C)c3ccc(C)cc3n2)n1
-7 | O=C(C1CCN(c2ncnc3c2sc2cccc(F)c23)CC1)N1CCCC1
-6 | CCS(=O)(=O)c1ccc(O)c(NC(=O)CCCC(=O)O)c1
-3 | CC(=O)OC(COC1C[C@@H]2CC[C@@]1(C)C2(C)C)C[N+]1(C)CCCCC1 (stereo partly specified)
-7 | O=S(=O)(Nc1ccc(C(F)(F)F)cn1)c1ccccc1
7 | COc1ccc(O)c(C2(O)C(=O)c3ccccc3C2=O)c1
-15 | COc1ccc(C(=O)C2CCCN(Cc3cnc(N4CCOCC4)s3)C2)cc1F (stereo unspecified)
-4 | CC(C)(C)S(=O)(=O)/C(C#N)=C/Nc1ccccn1
-7 | CC(=O)Nc1ccc(NC(=O)C(C)Sc2nnc(-c3cccs3)o2)cc1 (stereo unspecified)
-8 | CCOc1ccc2cc(C3CC(c4ccco4)=NN3S(C)(=O)=O)c(Cl)nc2c1 (stereo unspecified)
1 | Cc1ccc(NC(=S)N(C)C)cc1C
5 | CCCN1C(=O)c2cc(C(=O)Nc3ccccc3C)ccc2C1Nc1ccccc1C (stereo unspecified)
0 | Nc1ncncc1-c1ccc2ccccc2c1
-18 | Cc1ccc(CSc2nnc(SCC(=O)N/N=C/c3ccccc3OCC(=O)O)s2)cc1
-15 | CC(C)(C)c1cccc(C2(O)C(=O)c3ccccc3C2=O)c1O
-1 | CC1(C)C2CCC1(CS(=O)(=O)N1CCC(C(=O)O)CC1)C(=O)C2 (stereo unspecified)
-6 | CC1c2ccsc2CCN1S(=O)(=O)c1cccs1 (stereo unspecified)
-13 | Cc1ccc(NC(=O)C(=O)NN)cc1
-20 | CCN(CC)c1ccc(C(=O)OCC(=O)NC(C)(C)C)cc1
-1 | O=C(O)c1ccc(NCc2nc3ccccc3n2Cc2ccccc2)cc1
1 | Clc1nc2c(ccc3ccccc32)[nH]1
-10 | COc1ccc2c(c1)CCC(C)N2C(=O)C(=O)c1c[nH]c2ccccc12 (stereo unspecified)
-8 | Oc1ccc(/C=N/Nc2nc(-c3cccnc3)nc3ccccc23)c(O)c1
10 | CS(=O)(=O)c1ccc2nc(NC(=O)c3ccc(NS(=O)(=O)c4cccc([N+](=O)[O-])c4)cc3)sc2c1
-21 | O=C(CCn1c(=O)oc2ccccc21)Nc1ccc2c(c1)OCCO2
1 | CC(C)(C)OC(=O)NCCC(=O)N/N=C/c1cccc2nccnc12
2 | CC1=C(C#N)c2nc(N)c(C#N)c(C)c2/C1=C\c1ccccc1
-4 | CNC(=S)N/N=C/c1c(C)cccc1Cl
-16 | O=C(NCCc1ccc([N+](=O)[O-])cc1)c1ccccc1
2 | CCCCCCCCCC(=O)N1c2ccccc2NC(=O)C1CC(=O)Nc1ccc(C(=O)O)cc1 (stereo unspecified)
-6 | COc1ccc(-c2noc(C3CCCN(C(=O)c4ccc(C)cc4)C3)n2)cc1 (stereo unspecified)
6 | CC(=O)c1c(C)oc2ccc(N(C(C)=O)S(=O)(=O)c3cccc4cccnc34)cc12
-1 | COc1ccc(NC(=O)CSc2nc(O)cc(=O)[nH]2)c(OC)c1
7 | Cc1nnsc1C(=O)NNc1c(Cl)cccc1Cl
-1 | Cc1[nH]n(-c2ccccc2)c(=O)c1C=Nc1ccc(S(=O)(=O)NC(N)=O)cc1
-20 | Cn1nnnc1SCC(=O)N1CCc2ccccc21
1 | O=C(Cn1nnc2ccccc21)OCC(=O)c1ccc(Cl)cc1
2 | COc1ccc2c(c1)c(CC(=O)OCC(N)=O)c(C)n2C(=O)c1ccc(Cl)cc1
11 | CCCCN(C)C(=O)Cn1c(=O)oc2cc(S(=O)(=O)N3CC(C)CC(C)C3)ccc21 (stereo unspecified)
-5 | CC1(C(=O)O)COC(c2ccc(Cl)cc2)OC1 (stereo unspecified)

# Following part
S1P3 antag | mol
-9 | O=C(Nc1c(O)c2ccccc2[nH]c1=O)c1ccco1
-10 | O=C(COC(=O)c1ccc(F)cc1F)Nc1ncccn1
3 | COc1cc(OC)cc(C(=O)NC(=S)Nc2nc(-c3cc4ccccc4o3)cs2)c1
3 | COc1ccc(N=C(c2ccccc2)c2c(C)[nH]n(-c3ccccc3)c2=O)c(OC)c1
5 | O=C1c2ccccc2C(=O)N1c1ccc(Cc2ccncc2)cc1
-7 | CC(C)(C)C(=O)Nc1c(Br)c(C2CC2)nn1-c1ccccc1
-15 | Oc1c(C=Nc2ccc(Cl)cn2)sc2ccccc12
-2 | COCCOC(=O)C1=C(C)Nc2ncnn2C1c1ccco1 (stereo unspecified)
-7 | COc1ccc(-c2cc(C#N)nc(Cl)n2)cc1
-4 | O=C(Cc1ccccc1F)NCC1(N2CCOCC2)CCCCC1
-16 | O=C(CN1C(=O)CNC1=O)Nc1ccc(Cl)cc1
2 | Cc1cnc(NC(=O)CSc2nnc(COc3ccccc3)o2)s1
-1 | COc1ccc(C([O-])=Nc2ccc[n+](-c3nc4ccccc4nc3NS(=O)(=O)c3ccccc3)c2)cc1
4 | C=CCn1c(SCC2CCCCO2)nc2sc(CC)cc2c1=O (stereo unspecified)
8 | CCOC(=O)c1c(C)nn(-c2ncccc2NC(=O)NC(C)C)c1C
2 | Cc1ccc(C(=O)N/C(=C\c2ccc(C)o2)C(=O)O)cc1
10 | CN1CCN(/C=C(\C#N)S(=O)(=O)c2ccc(Cl)cc2)CC1
-3 | COc1ccc(/C=N/NC(=O)c2ccc(COc3cccc4cccnc34)cc2)cc1O
106* | O=[N+]([O-])c1c(NCc2ccco2)ccc2nonc12
-16 | CCCN1Cc2cccc(C(=O)Nc3ccc(N4CCN(CC)CC4)cc3)c2C1=O
-6 | CC(C)(C)NC(=O)CSc1nnc(-c2ccccn2)n1Cc1ccccc1
-12 | Cc1ccc(S(=O)(=O)Nc2cc(-c3ccc(Cl)cc3)nn2C)cc1
2 | CC(C)NC(=O)c1sc2c(c1C(=O)Nc1cccnc1)CCCC2
-5 | COc1ccc(OCC(O)CNC(=O)Nc2cc(C)cc(C)c2)cc1 (stereo unspecified)
11 | Cc1ccc2c(c1)nnc1nnc(SCC(=O)O)n12
7 | Cc1c(OCC(=O)NC(Cc2c[nH]c3ccc(O)cc23)C(=O)O)ccc2c3c(c(=O)oc12)CCC3 (stereo unspecified)
-47 | Cc1nnc2ccc(N3CCC(C(N)=O)(N4CCCCC4)CC3)nn12
-12 | COc1cc(OC)cc(C(=O)NCC(=O)OCC(=O)Nc2cc(S(C)(=O)=O)ccc2Cl)c1
7 | CN1/C(=C/C(=O)CSc2ccccc2C(=O)O)C(C)(C)c2ccccc21
-17 | CN1CCN(C(=S)NC(CC(=O)c2ccccc2)c2ccccc2)CC1 (stereo unspecified)
-5 | CCOc1ccc2nc(SCC3CC3(Cl)Cl)[nH]c2c1 (stereo unspecified)
8 | O=C(O)CC1(CC(=O)Nc2cc(F)ccc2Cl)CCCCC1
14 | CC(C)CCSc1nnc(N)s1
-14 | COc1ccccc1Cc1nc(-c2cccnc2)no1
-3 | O=C(O)c1ccc(N/N=C/C=C/c2ccccc2)cc1
6 | CC(C)(CC(=O)O)CC(=O)Nc1cc(C(F)(F)F)cc(C(F)(F)F)c1
-14 | Cc1cc2c(cc1C)/C(=N/NC(=O)c1ccccn1)CCC2
11 | Cc1nc(-c2ccccc2)nc2sc(C(=O)c3ccc(F)cc3)c(N)c12
-8 | Cc1c(CCC(=O)O)c(=O)oc2cc3occ(C(C)(C)C)c3cc12
8 | Cc1cscc1NC(=O)/C=C/C(=O)O
-19 | Cc1nn(-c2ccccc2)c(N)c1N=O
-20 | O=C1C(Cl)=C(Nc2ccc(O)cc2)C(=O)c2ccccc21
13 | CCc1ccnc(NS(=O)(=O)c2ccc3c(c2)OCCO3)c1
-13 | N#CC1=C2N=C(N)c3ccccc3N2C2=C(C(=O)CCC2)C1c1ccccc1F (stereo unspecified)
2 | O=C(Cn1c(CO)nc2ccccc21)NCc1ccc2c(c1)OCO2
3 | O=C1/C(=C/c2cccnc2)SC(=S)N1N1CCOCC1
-18 | C=CCNC(=O)CSc1nnc(C(CC)N(C)C)n1C1CCCCC1 (stereo unspecified)
8 | Clc1ccc(-n2nnnc2-c2cnc3ccccc3c2-c2ccccc2)cc1
-14 | S=c1[nH]nc(COc2ccccc2)n1/N=C/C=C/c1ccco1
1 | COCCN(C(=S)Nc1c(C)cccc1C)C(C)c1ccco1 (stereo unspecified)

# Ordered by value in S1P3 antag (lowest first): 6 from the list above.
S1P3 antag | mol
-47 | Cc1nnc2ccc(N3CCC(C(N)=O)(N4CCCCC4)CC3)nn12
-19 | Cc1nn(-c2ccccc2)c(N)c1N=O
-14 | COc1ccccc1Cc1nc(-c2cccnc2)no1
-8 | Cc1c(CCC(=O)O)c(=O)oc2cc3occ(C(C)(C)C)c3cc12
7 | Cc1c(OCC(=O)NC(Cc2c[nH]c3ccc(O)cc23)C(=O)O)ccc2c3c(c(=O)oc12)CCC3 (stereo unspecified)
8 | Clc1ccc(-n2nnnc2-c2cnc3ccccc3c2-c2ccccc2)cc1

# Returning to the listing, repeating the 2 entries before the break.
S1P3 antag | mol
-14 | S=c1[nH]nc(COc2ccccc2)n1/N=C/C=C/c1ccco1
1 | COCCN(C(=S)Nc1c(C)cccc1C)C(C)c1ccco1 (stereo unspecified)
1 | CCc1ccc(NC(=O)Cn2c(=O)n(CCC(=O)NC3CCN(Cc4ccccc4)CC3)c(=O)c3ccccc32)cc1
10 | CSc1c(C#N)c(N)nc2sc(C(=O)c3ccccc3)c(N)c12
-6 | Cc1c(-c2ccc(/C=N/NC(=O)C(=O)Nc3ccccc3F)o2)cccc1[N+](=O)[O-]
-7 | CCCC[n+]1ccn(C2=C([O-])c3ccccc3C(=O)/C2=N\S(=O)(=O)c2ccc(Cl)cc2)c1
-3 | O=C(O)/C=C/C(=O)Nc1ccc(Cc2ccc(NC(=O)/C=C/C(=O)O)cc2)cc1
5 | COCCCn1c(=O)/c(=C\c2ccccc2OC(C)C)s/c1=C(/C#N)C(=O)Nc1ccc(C(=O)O)cc1
-21 | CC(=O)c1cnn(-c2c(Cl)cc(Cl)cc2Cl)c1C
1 | O=C(Cc1cccs1)N/N=C/C=C/c1ccccc1[N+](=O)[O-]
-4 | CCC(CC)NC(=O)CN(c1ccccc1OC)S(=O)(=O)c1cccs1
-2 | Cc1cc(-n2cc(Br)c(=O)[nH]c2=O)nc(-c2ccccc2)n1
-15 | COc1cc(/C=C2\SC(=S)N(N(C)c3ccccc3)C2=O)ccc1O
3 | COCCCNC(=O)c1c(N)n(-c2ccccc2)c2nc3ccccc3nc12
0 | COc1cc(C(F)(F)F)c(C(=O)N(C)Cc2ccc(Cl)c(Cl)c2)cn1
-22 | Nc1nc(SCC(=O)Nc2ccc(OCc3ccccc3)cc2)n[nH]1
-8 | COc1ccc(N2CCC(CNC(=S)Nc3cc(C)ccc3C)C2)cc1 (stereo unspecified)
-18 | CC(C)c1ccccc1NC(=O)CNCCc1ccc(C(F)(F)F)cc1
3 | O=[N+]([O-])c1ccc(-c2cnc[nH]2)cc1
2 | C/C(=N/OC(=O)c1ccccc1)c1oc(C)nc1C
-2 | COc1ccc(CNC(=O)CCN2C(=O)c3ccncc3C2=O)cc1OC
-7 | O=C(Nc1cccnc1Oc1ncnc2cc(Cl)ccc12)c1ccc(F)cc1
-3 | CCC(C)[C@H](NC(=O)[C@@H]1Cc2ccccc2CN1C(=O)OC(C)(C)C)C(=O)NCC1CCC(C(=O)O)CC1 (stereo partly specified)
6 | COc1cccc(-c2nc(-c3cccs3)no2)c1
-1 | CC(=O)N/C(N)=N/c1nc2cc([N+](=O)[O-])ccc2o1
-19 | O=C(CCc1ccccc1)Nc1nc2c(F)cc(F)cc2s1
4 | COc1ccc(NC(=O)c2cc(-c3ccco3)nc3ccccc23)cc1S(=O)(=O)N1CCOCC1

# Sorted by molar mass (smallest number first): part of the list above.
S1P3 antag | mol
-8 | COc1ccc(N2CCC(CNC(=S)Nc3cc(C)ccc3C)C2)cc1 (stereo unspecified)
8 | Clc1ccc(-n2nnnc2-c2cnc3ccccc3c2-c2ccccc2)cc1
-12 | COc1cc(OC)cc(C(=O)NCC(=O)OCC(=O)Nc2cc(S(C)(=O)=O)ccc2Cl)c1
-11 | Cc1cc(C)n(CCc2nc3c4ccccc4n(CC(=O)Nc4ccc(Cl)cc4F)c(=O)n3n2)n1
10 | CS(=O)(=O)c1ccc2nc(NC(=O)c3ccc(NS(=O)(=O)c4cccc([N+](=O)[O-])c4)cc3)sc2c1

# More compounds follow:
S1P3 antag | mol
-4 | COc1cc(OC)c2c(c1)C(=O)OC2OC (stereo unspecified)
3 | Cc1nc(C(=O)NNC(=O)c2c(-c3c(Cl)cccc3Cl)noc2C)cs1
-17 | O=S(=O)(Cc1ccc(Cl)cc1)C1CCCCC1O (stereo unspecified)
5 | c1ccc(C2CC(c3cccs3)=NN2c2ccccc2)cc1 (stereo unspecified)
10 | CCc1ccc(N(C2C=CS(=O)(=O)C2)S(=O)(=O)c2ccc(C)cc2)cc1 (stereo unspecified)

# Entries above shown as hits in S1P3 antag.
S1P3 antag | mol
106* | O=[N+]([O-])c1c(NCc2ccco2)ccc2nonc12
